Bioassay records (PubChem)
proKLK7 act = proKLK7 zymogen activators, primary screen, biochemical, fluorescence intensity; Kallikrein-7 (Homo sapiens), P49862; purified proKLK7, EDANS-DABCYL substrate fluorescence; 100% is mature enzyme control, 0% vehicle; activation, % at 7 µM; 370,000 tested, 0.9% active; AID 652039, 2013;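 active means activation above the mean of all tested compounds plus 3 SD, computed per campaign excluding outliers beyond control limits, cut at about 13% in these data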
Target sequence (P49862 whole entry, looked up): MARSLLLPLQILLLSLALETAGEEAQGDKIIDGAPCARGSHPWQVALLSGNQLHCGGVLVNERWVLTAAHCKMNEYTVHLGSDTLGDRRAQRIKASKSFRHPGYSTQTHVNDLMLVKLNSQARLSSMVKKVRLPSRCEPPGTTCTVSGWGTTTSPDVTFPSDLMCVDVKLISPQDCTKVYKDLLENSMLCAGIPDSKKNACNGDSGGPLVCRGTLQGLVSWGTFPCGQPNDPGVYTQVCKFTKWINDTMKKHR
hgDAF12 agonist = H. glycines DAF-12 receptor agonists, primary screen, cell-based, luminescence, HEK293, GAL4 fusion, UAS-luciferase; Nuclear hormone receptor DAF-12 (Heterodera glycines), GAL4 fusion; HEK293 GAL4-hgDAF12 UAS-luciferase reporter, agonist luminescence; normalized to butyrate control; activation, % at 6.8 µM; 370,000 tested, 1.8% active; AID 687014, 2013;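 active means activation above a cutoff set at the mean of all screened compounds plus 3 SD, cut at about 10% in these data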;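 further: 0% = DMSO wells and 100% = sodium butyrate wells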
GAA850 FXN act = FXN promoter activators, primary screen, cell-based, luciferase luminescence, HEK293 lucGAA850. 360,000 tested, 0.56% active. activation, % at 6 µM. HEK293 lucGAA850 FXN promoter luciferase reporter, 24 h; percent of 10 µM SAHA response. AID 540364, 2011;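 active means activation above the average of all compounds screened plus 3 SD, cutoff fixed separately per campaign, cut at about 7.5% in these data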;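 further: 0% = DMSO wells and 100% = 10 µM SAHA wells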
NPR1 activator = GC-A stimulated cGMP production enhancers – HEK293 GC-A cells, cGMP TR-FRET, EC30 ANP, primary screen | Atrial natriuretic peptide receptor 1 (Homo sapiens), P16066 | 0% at EC30 ANP, 100% saturating ANP | activation, % at 10 µM | 370,000 tested, 0.14% active; in the data active means activation above about 40%
ssDAF-12 act = S. stercoralis DAF-12 nuclear receptor activators, primary screen, cell-based, luminescence, HEK293, GRIP1 co-expression, lit1-tk-luc; 370,000 tested, 1% active; AID 652126, 2013; HEK293 ssDAF-12/GRIP1 lit1-tk-luc reporter; % of 3 µM dafachronic acid response; activation, % at 6.8 µM;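 active means activation above the mean over all tested compounds plus 3 SD, cut at about 0.9% in these data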;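 further: 0% = DMSO-only wells and 100% = 3 µM delta7-dafachronic acid wells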
NPR2 activator = human GC-B receptor activators, primary screen, HEK293 GC-B cells, cGMP TR-FRET, EC30 CNP | Atrial natriuretic peptide receptor 2 (Homo sapiens), P20594 | 0% at EC30 CNP, 100% saturating CNP | activation, % at 10 µM | 370,000 tested, 0.11% active;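 active means activation at 10 µM reaching about 35% in either raw or pattern-adjusted values, limit read from the data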
DAX1 inh-1 = DAX1 (NR0B1) inhibitors, primary screen, cell-based, HEK293, Gal4-DAX1, luciferase luminescence; HEK293 Gal4-DAX1 luciferase reporter; inhibition, % at 6.75 µM; 340,000 tested, 0.99% active; AID 504766, 2011;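 active means inhibition above the mean over all tested compounds plus 3 SD, cut at about 4.2% in these data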;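 further: 0% = DAX1-transfected cells with DMSO and 100% = empty-vector control cells with DMSO; inhibition shows as a rise in luminescence from relieved DAX1 repression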
Target sequence (P51843 207-470 limits assumed): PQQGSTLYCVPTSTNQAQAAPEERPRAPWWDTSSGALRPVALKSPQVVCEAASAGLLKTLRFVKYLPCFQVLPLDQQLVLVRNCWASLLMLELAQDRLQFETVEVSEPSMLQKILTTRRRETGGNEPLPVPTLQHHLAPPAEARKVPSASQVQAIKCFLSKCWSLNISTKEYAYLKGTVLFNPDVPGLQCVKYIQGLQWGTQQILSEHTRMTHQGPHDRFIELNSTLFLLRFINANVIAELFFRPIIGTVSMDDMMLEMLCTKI
HGIII-sPLA2 inh = human group III sPLA2 inhibitors, primary screen, biochemical, QFRET, BODIPY PC-A2 liposome substrate; 370,000 tested, 0.56% active; inhibition, % at 12.2 µM; QFRET BODIPY PC-A2 liposome hydrolysis, fluorescence;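 active means inhibition above mean plus 3 SD of compounds lying within the high and low control bounds, cut at about 19% in these data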;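 further: 0% = median of test compound wells and 100% = no enzyme DMSO wells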
Target sequence (Q9NZ20 whole entry, looked up): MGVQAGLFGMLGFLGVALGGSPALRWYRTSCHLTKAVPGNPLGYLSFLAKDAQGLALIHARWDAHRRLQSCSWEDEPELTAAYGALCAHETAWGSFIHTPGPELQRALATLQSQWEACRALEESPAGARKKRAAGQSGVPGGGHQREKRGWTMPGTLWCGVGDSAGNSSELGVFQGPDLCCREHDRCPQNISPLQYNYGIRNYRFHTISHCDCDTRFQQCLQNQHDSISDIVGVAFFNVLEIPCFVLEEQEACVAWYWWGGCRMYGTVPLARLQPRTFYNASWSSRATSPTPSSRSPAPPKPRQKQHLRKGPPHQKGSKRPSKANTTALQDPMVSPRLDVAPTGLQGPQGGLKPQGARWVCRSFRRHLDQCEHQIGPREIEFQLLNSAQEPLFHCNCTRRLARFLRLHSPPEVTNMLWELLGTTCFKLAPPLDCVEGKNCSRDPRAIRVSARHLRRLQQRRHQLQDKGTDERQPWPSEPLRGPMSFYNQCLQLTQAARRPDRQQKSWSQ
DAX1 inh-2 = DAX1 (NR0B1) inhibitors on StAR promoter, primary screen, cell-based, luminescence, SF-1 (NR5A1), full-length DAX-1; inhibition, % at 6.8 µM; HEK293T StAR-luciferase reporter, SF-1/DAX-1 repression relief; AID 652010, 2013; 370,000 tested, 1.1% active;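 active means inhibition above the mean over all tested compounds plus 3 SD, cut at about 3.6% in these data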;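 further: 0% = DAX-1 cells with DMSO and 100% = cells lacking DAX-1 with DMSO; higher inhibition means more luminescence from relief of DAX-1 repression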
SMARCA2 activ = SMARCA2 (BRM) function activators, primary screen, cell-based, luminescence, high throughput. MG213 cells, MMTV-luciferase reporter, dexamethasone, overnight. activation, % at 9.1 µM. 370,000 tested, 1% active; in the data active means activation above about 7.8%;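 further: 0% = vehicle wells and 100% = reference activator wells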
hcDAF12 agonist = H. contortus DAF-12 nuclear receptor activators, primary screen, cell-based, luminescence, HEK293, lit1-tk-luc reporter; HEK293 hcDAF-12 lit1-tk-luc reporter; 0% DMSO, 100% Δ7-dafachronic acid; activation, % at 6.8 µM; 370,000 tested, 1.4% active;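 active means activation above the mean of all tested compounds plus 3 SD, cut at about 5.5% in these data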;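 further: 100% = response to 3 µM Δ7-dafachronic acid high control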
* = called active by the depositor; / = not tested or not shown.

structure	proKLK7 act	hgDAF12 agonist	GAA850 FXN act	NPR1 activator	ssDAF-12 act	NPR2 activator	DAX1 inh-1	HGIII-sPLA2 inh	DAX1 inh-2	SMARCA2 activ	hcDAF12 agonist
O=C(Oc1c(Cl)cc(Cl)c2ccccc12)N1CCCCC1	0.1	1.6	3.2	-6	-1.5	-10	0.5	-2	0.5	3	-0.9
O=[N+]([O-])c1ccc(N2CC2)c([N+](=O)[O-])c1	0.1	-4.2	0.3	-2	-0.9	0	0.3	0	-2.5	4	-0.7
O=C1Nc2cc(C(=O)N3CCC4(CC3)OCCO4)ccc2S/C1=C\c1ccccc1	0.1	-0.1	-3.5	8	-0.9	9	-0.6	1	0.2	-3	-2.9
Cc1ccc(/C=C2\C(=O)NC(=S)N(c3cccc(F)c3)C2=O)o1	-0.1	1.4	0.6	5	-0.9	1	-1.7	-3	0.0	-1	0.3
CC1(C)CC(=O)C(C=NCCN2CCN(C(=O)Cc3ccc(Cl)cc3)CC2)=C(O)C1	0.2	0.2	3.5	-2	-0.8	-1	0.3	2	0.4	-2	1.1
Nc1ccc(-c2ccccc2)cc1	0.5	7.3	1.1	8	0.1	0	0.3	10	2.8	0	1.4
COc1ccc(CN2CCN(Cc3ccccc3OC)CC2)cc1	0.2	0.3	-0.5	-1	-1.4	2	0.7	7	-0.3	-2	-0.1
Fc1ccc(C2=CCN(C(c3ccc(Cl)cc3)c3nnnn3Cc3ccccc3)CC2)cc1 (configuration not stated)	0.1	4.1	-0.5	-8	-0.6	6	-0.1	-3	-0.5	1	-0.8
CCOCCN1CCN(c2nnc3n2-c2ccc(Cl)cc2C(c2ccccc2Cl)=NC3)CC1	0.1	-1.1	-0.1	1	-0.3	-1	0.6	10	0.8	2	-0.5
CCOC(=O)c1c(C)n(Cc2ccccc2)c2ccc(OCC(O)CNC(C)(C)C)cc12 (configuration not stated)	0.4	-1.4	-1.3	-1	-1.8	2	-1.6	-5	-0.2	1	-2.2
COC/C=C1\CN2C3C[C@@H]1[C@H]1COC4=Nc5cc(OC)c(OC)c(OC)c5[C@@]43C[C@@H]12	0.8	0.2	-1.0	2	-1.2	-2	2.9	-2	-0.3	1	-1.4
COc1cccc(CNCCc2ccc(F)cc2)c1	-0.4	-1.9	-0.7	-15	-1.1	-12	0.4	-1	-0.6	-1	0.0
O=C(NC1CCCCC1)N1C[C@H]2C[C@@H](C1)c1cccc(=O)n1C2	-1.1	-0.7	0.1	3	-0.7	-1	-0.5	14	-0.4	-3	-1.8
Cc1ccccc1-n1c(O)c(C=NCCN2CCOCC2)c(=O)[nH]c1=O	0.2	1.3	0.4	0	-1.4	3	0.5	5	0.7	1	0.1
CCCCn1c(O)c(C(C)=NCC2CCCO2)c(=O)[nH]c1=O (configuration not stated)	0.8	0.7	-1.8	-1	-1.3	0	0.2	-1	-0.4	5	-1.4
Cc1ccccc1CN1CCNCC1	0.1	-0.9	1.6	3	-1.2	0	0.3	5	-0.3	-3	1.4
COC(=O)C1=C(c2cccc(OC)c2OC)C[C@@H]2CC[C@H]1N2C(=O)N1CCC(C)CC1	-0.9	-2.1	0.1	-2	-1.6	0	-1.2	10	-0.6	0	-0.7
CCC1(CC)C(=O)N(C)C(=O)NC1=NC	0.8	0.3	-0.3	2	-1.2	-8	4.2	2	0.0	-3	-2.4
CC/C(=N\Nc1ccccc1)c1c(O)n(C)c(=O)n(C)c1=O	0.1	-0.5	0.7	2	-1.4	-3	-0.5	-2	0.0	1	4.4
COCCOC(=O)C1=C(C)OC(N)=C(C(=O)OC)C12C(=O)Nc1ccccc12 (configuration not stated)	-0.2	0.7	0.1	-2	0.7	-2	-0.1	4	0.1	-4	3.0

(next part)
structure	proKLK7 act	hgDAF12 agonist	GAA850 FXN act	NPR1 activator	ssDAF-12 act	NPR2 activator	DAX1 inh-1	HGIII-sPLA2 inh	DAX1 inh-2	SMARCA2 activ	hcDAF12 agonist
COC(=O)C1=C(c2ccc(-c3ccccc3)c(F)c2)C[C@@H]2CC[C@H]1N2C(=O)NCCO	0.5	-0.9	-3.7	0	-2.0	-3	-0.6	0	-0.4	-1	-1.5
COc1ccc2c3c1OC1C(O)C=CC4C(C2)[N+](C)(C)CCC341 (configuration not stated)	0.3	2.8	1.1	2	-1.1	-6	2.2	-5	0.8	-3	-1.6
COc1ccc(CC2c3cc(OC)c(OC)cc3CCN2C)cc1OC (configuration not stated)	12	3.2	-0.3	3	-1.1	-4	1.4	13	0.3	0	-1.0
Cc1cccc(OP(N)(=O)Oc2cccc(C)c2C)c1C	-0.1	-2.4	2.1	3	-1.7	-5	0.8	3	-0.2	-4	-1.0
Cc1cccc(C)c1NC1=NCCCCS1	0.5	-1.4	-1.2	1	-0.8	5	-1.1	1	-0.3	2	-1.1
COCCn1c(-c2ccccc2)cc(C(=O)O)c1C	1.0	-0.8	0.3	-5	-1.4	-3	-1.9	6	-0.7	-2	-1.0
Cc1cc(C=C2C(=O)NC(=O)NC2=O)c(C)n1-c1ccncc1	0.5	-0.2	-1.2	2	-1.6	-1	-0.4	0	0.2	-1	-0.7
Cc1ccc2cc3cc(C(=O)N4CCC5(CC4)OCCO5)oc3nc2c1	1.3	-1.4	2.3	1	-0.5	3	0.0	-2	-0.1	1	1.1
CC1=C(C/C(C)=C/c2ccccc2)/C(=C/CO)[C@@H]2OC(=O)O[C@]2(C)C12CC2	-0.6	0.5	-0.1	-1	-1.3	6	-0.5	-3	-0.4	1	-0.7
N/C(=N\[N+](=O)[O-])N1CCN(C(=O)c2ccccn2)CC1	-0.4	-0.2	1.4	6	-1.5	-2	2.9	15	-0.1	-4	0.3
CC(=O)OC1N=C(c2ccc(Cl)cc2)c2cc(Br)ccc2NC1=O (configuration not stated)	0.6	3.4	-0.3	/	-0.9	/	0.3	-9	0.5	0	-0.6
COc1ccccc1CNCCc1cccc(Cl)c1	-0.2	-0.1	-3.2	-29	-0.6	-9	1.5	4	-0.3	-2	-1.1
CCNC(=O)NNC(=O)C1CC(c2cccnc2)=NO1 (configuration not stated)	0.0	-1.9	0.3	0	-0.9	-2	0.7	3	-0.5	0	0.1
COC(=O)C1=C(c2ccc(Cl)c(C(F)(F)F)c2)C[C@@H]2CC[C@H]1N2C(=O)N1CCOCC1	-0.5	-0.7	-3.8	0	-1.1	2	-0.8	-4	-0.9	-1	-2.4
CNC(=O)Oc1ccc(-c2cn3cc(C)ccc3n2)cc1	-5.9	3.2	0.3	-2	-0.7	1	-5.1	7	2.3	4	4.9
Cc1ccc(N2C(=O)NC(=O)C(CCc3ccncc3)(Cc3cccc(Cl)c3Cl)C2=O)cc1 (configuration not stated)	0.0	-3.1	1.3	1	-1.3	3	-0.1	3	-0.3	-2	2.0
CC(C)C(=O)Nc1nnc(CCN(CCc2nnc(NC(=O)C(C)C)s2)[N+](=O)[O-])s1	0.2	-0.8	0.3	-3	-2.2	0	-0.6	-1	-0.3	2	0.5
O=C1c2ccccc2C(=O)N1Cc1nc2ccccc2c(=O)n1-c1cccnc1	-0.3	3.1	-1.0	2	-1.2	-2	1.3	2	0.0	1	-0.6
CC[C@H](C(N)=O)N1CCCC1=O	-0.6	0.8	/	2	-1.2	4	/	-1	0.2	0	-2.7
C[C@]12C[C@H](O)[C@@H](O)C[C@@H]1CC[C@@H]1[C@@H]2CC[C@]2(C)C(=O)CC[C@@H]12	0.1	-2.8	2.4	-2	-0.7	-7	/	-1	0.4	1	-0.3

2 entries picked at random from the list so far, as already listed:
structure	proKLK7 act	hgDAF12 agonist	GAA850 FXN act	NPR1 activator	ssDAF-12 act	NPR2 activator	DAX1 inh-1	HGIII-sPLA2 inh	DAX1 inh-2	SMARCA2 activ	hcDAF12 agonist
COCCOC(=O)C1=C(C)OC(N)=C(C(=O)OC)C12C(=O)Nc1ccccc12 (configuration not stated)	-0.2	0.7	0.1	-2	0.7	-2	-0.1	4	0.1	-4	3.0
COC(=O)C1=C(c2ccc(-c3ccccc3)c(F)c2)C[C@@H]2CC[C@H]1N2C(=O)NCCO	0.5	-0.9	-3.7	0	-2.0	-3	-0.6	0	-0.4	-1	-1.5

The listing continues.
structure	proKLK7 act	hgDAF12 agonist	GAA850 FXN act	NPR1 activator	ssDAF-12 act	NPR2 activator	DAX1 inh-1	HGIII-sPLA2 inh	DAX1 inh-2	SMARCA2 activ	hcDAF12 agonist
N#Cc1ccc(NC(=O)CN2CCN(C(=O)c3cccs3)CC2)cc1Cl	-0.1	-2.2	-4.6	-1	-0.9	-9	-0.2	-3	-1.4	0	-1.3
COC(=O)C1=C(c2cccc(OCc3ccccc3)c2)C[C@@H]2CC[C@H]1N2C(=O)NCc1ccc(C(F)(F)F)cc1	-0.2	-1.4	-3.7	-4	-1.6	1	0.3	-20	-0.1	-1	-0.3
CCC(C)C12CN3CCN(CC(C)(C3)C1=O)C2 (configuration not stated)	1.2	-1.3	-0.9	4	-1.1	2	-1.3	9	0.0	-1	0.1
CP(C)(=O)CCC(=O)O	0.7	2.5	0.1	4	-1.3	0	0.4	5	-0.5	-1	-1.1
COc1ccc(NC2(C#N)CCCCC2)cc1	-0.2	3.4	0.5	2	-0.8	-3	2.1	4	-0.2	-1	0.0
Cc1ccc(-n2c(O)c(C=NCCN3CCOCC3)c(=O)[nH]c2=O)cc1	-0.3	1.4	-2.0	-1	-1.5	-1	1.1	1	-0.1	1	-1.2
COc1cccc(CN2CCCCC2c2cccnc2)c1 (configuration not stated)	-0.7	0.3	0.9	-1	-1.2	3	0.0	2	0.9	2	1.3
CN(C)CCN=Cc1c(O)n(CCC2=CCCCC2)c(=O)[nH]c1=O	27*	2.0	2.2	1	-1.0	1	-0.6	4	1.6	2	-2.0
Cc1cc[n+](Cc2ccccc2)cc1	-0.1	-1.4	0.5	2	-0.9	-4	0.9	3	-0.2	0	-0.6
CCOc1cc2c(cc1OCC)-n1cccc1C(c1ccccc1F)NC2 (configuration not stated)	-0.5	-2.4	-1.4	-6	-1.5	-3	-0.9	2	-0.4	-3	-3.2
O=c1[nH]c(=O)n(Cc2ccccc2)c(O)c1C=NCCCn1ccnc1	-0.6	-1.4	0.2	0	-1.4	3	0.9	3	-0.1	0	-1.9
CC(C)[C@@]1(NC(=O)[C@@H]2C[C@@H]3c4cccc5[nH]cc(c45)C[C@H]3N(C)C2)O[C@@]2(O)[C@@H]3CCCN3C(=O)[C@H](Cc3ccccc3)N2C1=O	1.3	-2.3	-11	-12	-1.0	-9	0.7	-73	-1.1	-1	-0.6
COc1ccc2c(c1)NP(=S)(c1ccccc1)N2 (configuration not stated)	-0.9	23*	0.8	-8	1.8*	-2	2.3	2	6.3*	0	13*

Some of the compounds tested; rates above refer to the full screens.
